Screening data: PubChem, National Center for Advancing Translational Sciences (NCATS)
TSHR antag – Antagonists of the Thyroid Stimulating Hormone Receptor: HTS campaign; Thyrotropin receptor (Homo sapiens), P16473; hit rate 0.2% among 330,000; TSHR-expressing cells, TSH-stimulated cAMP HTRF, 2 h; hits give low values; AID 504810, 2011; activity change, negative = inhibition, % at 11.5 µM;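 active = activity change below a set negative limit, meaning inhibition stronger than a set level, cut at about -70% in these data; inconclusive = activity change between two set negative limits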; also: % is scaled to controls: 0 for no effect and ±100 for the full control effect
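Read-out is FRET at 665 nm (cryptate excitation 337 nm) from a cryptate-tagged anti-cAMP antibody, competed by cell cAMP against cAMP-d2. Compounds are tested on freshly harvested TSHR cells challenged with 4nM TSH (EC80) for 2 hours at 37 deg C.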
AT treatment – qHTS Assay for Identifying a Potential Treatment of Ataxia-Telangiectasia | […] A-T fibroblasts, KAP-1 phosphorylation AlphaLISA; neocarzinostatin DNA damage 30 min before lysis | Potency, µM (top dose mostly 57.5 µM), for the others: at the top dose activation, hits mostly activators | hit rate 0.19% among 320,000 | AID 485349, 2010; also: potency is read from the fitted curve at half-maximal effect; % of control where 0% means no effect; nearly all actives have a fitted effect of over 45% in size
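hTERT-immortalized A-T patient fibroblasts ([…]), 500 cells/well in OPTI-MEM, 1% FBS, got compounds for 60 min, then NCS for 30 min at 37C. Lysates were then assayed for phospho-KAP-1 by AlphaLISA (anti-pKAP1 donor, anti-KAP1 acceptor beads), 6 hr at 25C.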
TCR act – Activators of T cell receptors: qHTS campaign. primary human leukocytes, anti-CD3, IL-2 HTRF, 48 h. Potency, µM (series often up to 9.22 µM), for inactives: top-dose activation of IL-2 secretion, most hits filed as activators. 330,000 tested, under 10 active; also: % of control where 0% means no effect
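Primary human leukocytes incubated 48 hr with anti-CD3 beads plus compound, without co-stimulation. Secreted IL-2 measured by HTRF (europium cryptate/d2 anti-IL-2 pair, 320 nm excitation, 665 nm emission).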
Mito fusion act – qHTS Assay for Small Molecule Inhibitors of Mitochondrial Division or Activators of Mitochondrial Fusion; S. cerevisiae fusion-defective mutant growth rescue, CellTiterGlo 48 h; Potency, µM (top dose mostly 46.1 µM), without a hit: at the top dose growth rescue (activation), hits mostly activators; hit rate 0.23% among 320,000; AID 485298, 2010;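 also: potency is read from the fitted curve at half-maximal effect; % of control where 0% means no effect; nearly all actives have a fitted effect of over 45% in size; temperature-sensitive fusion mutants such as fzo1-1 at 37 °C on non-fermentable ethanol glycerol medium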
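Luminescent cell viability in 1536-well qHTS format served as the measure of rescued growth in ts fusion-mutant S. cerevisiae cultured on non-fermentable YPEG for 48 hours at 37C.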
TRPV1 ag – HTS Assay for Compounds that Act as Agonists of the Vanilloid Receptor 1; TRPV1-expressing cells, Fluo-8 calcium influx, agonist mode; hit rate 0.19% among 320,000; activation, % at 8.33 µM; Transient receptor potential cation channel subfamily V member 1 (Homo sapiens), Q8NER1; in the data active = activation above about 80%; inconclusive = between about 30% and that limit; also: 0% is about no effect
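TRPV1-expressing cells were cultured overnight at 35.5C and loaded with Fluo-8 calcium dye for 40 to 90 min at room temperature. After a 10 s baseline, compound was added and calcium influx was read kinetically for 3 min (ex 480/em 520 nm).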
Eya2 inh – qHTS Assay for Inhibitors of the Phosphatase Activity of Eya2; recombinant Eya2, OMFP fluorescence dephosphorylation (OMFP is methylfluorescein phosphate); hit rate 0.006% among 330,000; Potency, µM (titrated, usually from 76.9 µM), inactives show at the highest dose activity, negative = inhibition, usual class: inhibitors; Protein phosphatase EYA2 (Homo sapiens), O00167; also: potency is read from the fitted curve at half-maximal effect; % is scaled to controls: 0 for no effect and ±100 for the full control effect
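Eya2 (0.2 uM) preincubated 10 min at ambient with compound, then OMFP substrate added at 50 uM; 10 min reaction in 50 mM HEPES pH 7.5, 50 mM NaCl, 5 uM MgCl2, 0.05% BSA, 1 mM DTT. Fluorescence read at Ex 485/Em 525 nm.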
KCNH2 3.1 block – qHTS for Inhibitors of KCHN2 3.1: Mutant qHTS; Potassium voltage-gated channel subfamily H member 2, brain isoform KCNH2 3.1 (human); activity change, % (tested at about 1.8 µM); U2OS KCNH2 3.1, thallium flux FluxOr; hits give low values; hit rate 0.95% among 340,000;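 active = maximum activity change below -70%; inconclusive = maximum activity change from -70% to -50%; inactive = maximum activity change above -50%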;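 also: thallium influx rate constant from kinetic fluorescence after stimulation buffer; % is scaled to controls: 0 for no effect and ±100 for the full control effect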
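Steps: virus added to U2OS suspension (4 h, RT, dark); medium with 10% FBS added, cells plated, 37 C overnight; FluxOr/Red40 loading buffer 45 min RT; stimulation buffer, 2 min kinetic read; rate constant normalized.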
USP2a block – qHTS Assay for Inhibitors of Ubiquitin-specific Protease USP2a Using CHOP2 as the Reporter | Ubiquitin carboxyl-terminal hydrolase 2 (Homo sapiens), O75604 | USP2 core, Ub-CHOP2 coupled fluorogenic reporter, 485/531 | Potency, µM (top dose mostly 38.3 µM), for inactives: at the highest dose activity change, negative = inhibition, hits mostly inhibitors | hit rate 0.01% among 330,000 | AID 463254, 2010;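 also: potency is read from the fitted curve at half-maximal effect; plate controls were DMSO wells for no effect and full inhibition by NEM control for full effect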
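Cell-free coupled assay: 10nM USP2 core preincubated 30min RT with compound in Tris-HCl pH 8.0/CaCl2/CHAPS buffer, then 25nM Ub-CHOP2 and 25nM reporter substrate; fluorescence (Ex 485/Em 531) read after 60min RT, normalized to NEM inhibition, concentration-response curves fitted.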
KCNH2 WT inh – qHTS for Inhibitors of KCHN2 3.1: Wildtype qHTS | Voltage-gated inwardly rectifying potassium channel KCNH2 (Homo sapiens), Q12809 | U2OS, BacMam KCNH2, thallium flux FluxOr; hits give low values | activity change, % at 1.84 µM | hit rate 0.37% among 340,000 | AID 720551, 2013;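 active = maximum activity change below -70%; inconclusive = maximum activity change between -70% and -50%; inactive = maximum activity change above -50%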; also: % is scaled to controls: 0 for no effect and ±100 for the full control effect
Target sequence (Q12809 whole entry, looked up): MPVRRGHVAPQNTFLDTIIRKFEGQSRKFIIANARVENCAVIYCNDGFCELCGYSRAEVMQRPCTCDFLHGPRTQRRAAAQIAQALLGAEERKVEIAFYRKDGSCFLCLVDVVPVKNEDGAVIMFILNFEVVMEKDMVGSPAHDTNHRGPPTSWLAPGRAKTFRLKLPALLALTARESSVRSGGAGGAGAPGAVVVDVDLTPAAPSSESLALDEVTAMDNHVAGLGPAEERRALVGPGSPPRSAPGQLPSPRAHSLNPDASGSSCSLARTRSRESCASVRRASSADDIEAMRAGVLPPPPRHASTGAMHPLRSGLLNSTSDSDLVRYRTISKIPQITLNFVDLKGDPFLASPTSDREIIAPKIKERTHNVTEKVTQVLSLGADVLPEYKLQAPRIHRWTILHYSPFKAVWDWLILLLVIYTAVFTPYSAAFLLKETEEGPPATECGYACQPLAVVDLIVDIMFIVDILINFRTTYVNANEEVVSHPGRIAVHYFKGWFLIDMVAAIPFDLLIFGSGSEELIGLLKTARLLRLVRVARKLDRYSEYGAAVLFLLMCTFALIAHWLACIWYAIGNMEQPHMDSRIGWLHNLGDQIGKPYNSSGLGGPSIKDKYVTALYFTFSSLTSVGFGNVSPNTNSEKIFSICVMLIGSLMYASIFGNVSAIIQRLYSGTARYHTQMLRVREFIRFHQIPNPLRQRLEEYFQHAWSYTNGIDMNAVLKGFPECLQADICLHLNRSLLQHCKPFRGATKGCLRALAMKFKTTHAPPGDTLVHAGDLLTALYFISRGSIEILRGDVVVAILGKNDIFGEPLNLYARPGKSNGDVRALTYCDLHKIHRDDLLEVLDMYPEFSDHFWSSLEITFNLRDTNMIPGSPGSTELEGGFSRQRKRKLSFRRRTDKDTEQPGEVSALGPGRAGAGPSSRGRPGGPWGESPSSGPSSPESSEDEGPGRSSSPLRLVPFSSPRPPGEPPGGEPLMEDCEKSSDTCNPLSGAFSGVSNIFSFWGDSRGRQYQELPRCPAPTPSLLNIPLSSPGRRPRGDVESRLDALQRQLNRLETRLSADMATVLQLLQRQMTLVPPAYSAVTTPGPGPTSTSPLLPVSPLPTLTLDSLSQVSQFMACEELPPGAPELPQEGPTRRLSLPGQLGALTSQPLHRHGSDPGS
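U2OS cells were transduced with wild-type KCNH2 virus (2.03 x 10^8 / mL) for 4 h at room temperature, then cultured overnight at 37 C. Thallium flux was read with FluxOr dye. Rate constants were normalized to DMSO controls.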
ELG1 DNA repair – qHTS screen for small molecules that inhibit ELG1-dependent DNA repair in human embryonic kidney (HEK293T) cells expressing luciferase-tagged ELG1; hit rate 2.3% among 330,000; Potency, µM (series often up to 46.1 µM), for the others: top-dose activity change, negative = inhibition, most hits filed as inhibitors; HEK293T ELG1-luciferase reporter, luminescence, 16 h; DNA damage induced by 5-fluorouridine; AID 504467, 2011; also: potency is read from the fitted curve at half-maximal effect; % is scaled to controls: 0 for no effect and ±100 for the full control effect; nearly all actives have a fitted effect of over 55% in size
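DMSO vehicle served as the neutral condition. Each well held 2,000 cells given 5-fluorouridine plus compound; after 16 hr at 37 °C/5% CO2, ONE-Glo was added and luciferase measured 30 min later.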
Active calls of the source: *; i = inactive; ? = inconclusive; · = no result given; [ ] = dose if it differs, or a comment. Unless noted, calls follow the shape of the dose curve; as a rule, active = well fitted curve in the direction sought with a large enough effect; inconclusive = small, poorly fitted or top-dose-only effect, or another doubt; inactive = no such curve, though single readings can be large; an effect the other way counts as inactive or inconclusive. Only part of the results is shown; rates above refer to the full screens.

SMILES	USP2a block	TCR act	Eya2 inh	TRPV1 ag	KCNH2 3.1 block	KCNH2 WT inh	Mito fusion act	AT treatment	TSHR antag	ELG1 DNA repair
O=C(CSc1nnc(NC(=O)c2ccccc2F)s1)NC1CCCC1	1%	3%	13%	-1	0	3	17%	2%	-9	?
COC(=O)C1(O)CC(C(C)C)=NN1C(=O)c1ccccc1 (stereo not drawn)	3%	-3%[46.1 µM]	6%	0	8	-2	-4%	-8%	6	2%
Cc1ccc(C2NC(C(=O)O)CS2)cc1 (stereo not drawn)	0%	·	-8%	-2	·	·	-4%	-3%	-8	14%
CCC(=O)Nc1ccc(Cl)c(NC(=O)c2cccc(OC)c2)c1	1%	-4%	-4%	6	2	i	-3%	-2%	-11	?
CCN(CC(=O)Nc1ccccc1C(F)(F)F)C(=O)CCOc1ccccc1C	0%	-2%	0%	1	-38	-3	4%	-1%	23	?
Cc1ccn2c(NC3CCCC3)c(-c3cccs3)nc2c1	-1%	2%	-6%	28	-2	-10	3%	12%	-10	?
O=C(Cn1c(=O)c2cccn2c2ccc(F)cc21)NCCCN1CCN(c2ccccc2F)CC1	1%	-7%	0%	3	-21	-2	-1%	2%	22	2%
O=C(O)c1ccccc1NC(=O)c1ccccc1Nc1ccccc1	-8%	6%	-13%	-1	6	-8	-11%	17%	?	-4%
CCc1cc(=O)oc2cc(C)cc(OCC(=O)N3CCC(C(=O)NC(C)C)(c4ccccc4)CC3)c12	-8%	-1%	-1%	-4	4	15	28%	8%	-9	?
CC1(C)Cc2nc3n[nH]c(N)c3cc2CO1	-1%	2%	7%	7	5	6	-4%	-2%	-5	6%
Cc1cc(=O)n2c3ccccc3n(CC(O)CN3CCOCC3)c2c1C#N (stereo not drawn)	2%	3%	14%	-1	17	2	0%	2%	6	0%
O=c1ccc(S(=O)(=O)N2CCCC2)cn1Cc1ccc(F)cc1	-1%	5%	12%	-1	4	-1	2%	-4%	18	1%
CC(Oc1ccc2c(c1)oc(=O)c1ccccc12)C(=O)NC(Cc1c[nH]c2ccc(O)cc12)C(=O)O (stereo not drawn)	2%	-3%	-15%	0	16	-3	2%	-1%	-1	-11%
Cc1ncc[nH]1	0%	56%	21%	-4	12	1	-9%	-6%	16	8%
CCCC[n+]1c(C)sc2cc(OC)ccc21	-1%	-1%	10%	13	3	-6	0%	-3%	0	-18%
COc1ccnc(Oc2ccc(F)cc2)c1-c1ncn[nH]1	3%	-5%	-6%	-5	0	-3	0%	-4%	9	7%
COc1ccc(CCNC(=O)C2CCN(S(=O)(=O)N3CCCCC3)CC2)cc1OC	-1%	6%	-2%	1	-29	-1	-1%	-4%	8	-1%
COc1ccc(NC(=O)C2CCN(C(=O)[C@@H]3Cc4ccccc4CN3)CC2)cc1	-1%	-4%	0%	-4	-114*	16	8%	-4%	0	?
CCOc1ccc(S(=O)(=O)N(C)CC(=O)NCc2ccccn2)cc1Cl	4%	-2%	-4%	1	-6	2	-2%	-3%	1	13%
COc1cccc2c1cc1c(=O)n(CC(=O)NCc3ccccn3)nc(C)n12	5%	-1%	4%	1	-6	-12	1%	1%	-30	8%

An excerpt of these results, with two lines to a compound:
Values run as follows: USP2a block	TCR act	Eya2 inh	TRPV1 ag	KCNH2 3.1 block	KCNH2 WT inh	Mito fusion act	AT treatment	TSHR antag	ELG1 DNA repair
> COc1ccnc(Oc2ccc(F)cc2)c1-c1ncn[nH]1
    3%	-5%	-6%	-5	0	-3	0%	-4%	9	7%
> COc1ccc(CCNC(=O)C2CCN(S(=O)(=O)N3CCCCC3)CC2)cc1OC
    -1%	6%	-2%	1	-29	-1	-1%	-4%	8	-1%
> COc1ccc(NC(=O)C2CCN(C(=O)[C@@H]3Cc4ccccc4CN3)CC2)cc1
    -1%	-4%	0%	-4	-114*	16	8%	-4%	0	?
> CCOc1ccc(S(=O)(=O)N(C)CC(=O)NCc2ccccn2)cc1Cl
    4%	-2%	-4%	1	-6	2	-2%	-3%	1	13%

Remaining list, next part.
SMILES	USP2a block	TCR act	Eya2 inh	TRPV1 ag	KCNH2 3.1 block	KCNH2 WT inh	Mito fusion act	AT treatment	TSHR antag	ELG1 DNA repair
O=C(Nc1ccccc1N1CCN(c2ccc(F)cc2)CC1)c1ccccc1	-1%	2%	-7%	?	-32	0	5%	·	-40	?
CCN(CC(=O)Nc1ccc2c(c1)OCCO2)C(=O)c1cc(Cl)nc2ccccc12	2%	-1%	1%	0	-4	2	0%	4%	13	-2%
Cc1cccc(C)c1OCC(=O)NCc1nnc(SCC(=O)NC2CCCCC2C)n1C (stereo not drawn)	1%	0%	0%	1	1	-10	-1%	4%	-1	0%
CCCc1cc(C(=O)Nc2cc(Cl)ccc2O)no1	-1%	-1%	-7%	-1	3	6	-11%	4%	-10	?
COc1ccc(OCC(=O)Nc2ccc(N3CCN(C(=O)c4ccco4)CC3)cc2)cc1	-2%	·	-4%	-1	-1	14	-6%	0%	-15	-18%
O=C(NC1CCS(=O)(=O)C1)c1cc(-c2ccccc2)nc2ccccc12 (stereo not drawn)	2%	2%	6%	6	3	-3	1%	0%	13	7%
CCc1nc(C)cn1S(=O)(=O)c1cc(Br)ccc1OC	-9%	11%	27%	1	14	4	-6%	1%	-2	?
O=S(=O)(N[C@@H]1C[C@H]2CC[C@@H]1C2)c1cccs1	0%	-3%	7%	7	-4	-3	2%	-2%	1	-22%
CN(C)CCNC(=O)C(c1ccccc1)c1ccccc1	1%	-7%	4%	1	-2	0	-1%	-12%	0	2%
O=C(N1CCCCC1)C1(c2ccccc2)CCOCC1	9%	-4%	-6%	0	7	-5	-5%	13%	-7	1%
O=C(Cn1nc(-c2ccc(Cl)cc2)ccc1=O)N1CCN(c2ccccc2)CC1	-8%	3%	-8%	-6	18	14	10%	-2%	17	?
O=[N+]([O-])c1ccc(N2CCN(S(=O)(=O)c3ccccc3)CC2)cc1NCCN1CCOCC1	-1%	2%	-20%	6	-20	7	-4%	-17%	0	26µM*
O=C(Cc1c(F)cccc1Cl)Nc1cc(S(=O)(=O)N2CCCCC2)ccc1N1CCOCC1	-1%	4%	-9%	?	-17	-11	6%	-31%	-1	18µM*
CC(OC(=O)CC1CCCC1)C(=O)Nc1ccc(S(N)(=O)=O)cc1 (stereo not drawn)	0%	-6%	-20%	-5	-17	-18	1%	-16%	6	7%
NC(=O)CCCc1nc(-c2ccccc2Cl)no1	1%	1%	18%	·	6	-34	-8%	?	19	?
CCc1ccccc1NC(=S)N(CCN(C)C)Cc1cccs1	0%	-5%	-13%	9	-6	1	11%	3%	0	?
O=C(OCCCOC(=O)c1ccc(O)cc1)c1ccc(O)cc1	0%	0%	-9%	-2	3	-30	2%	0%	-17	-16%
CCN(CC)CCN1C(=O)C(=O)/C(=C(/O)c2ccc(S(=O)(=O)N3CCOCC3)cc2)C1c1ccccc1 (stereo not drawn)	4%	0%	-8%	1	1	1	-3%	-8%	8	3%
